Pf apPOL block: Pf-apPOL inhibitors, biochemical, fluorescence | Recombinant Pf-apPOL, molecular beacon fluorescence, 1.5 h | inhibition, % at 10 µM | 210,000 compounds, 0.25% hits | AID 1794808, 2022
mHTT CaM bind: mutant huntingtin-calmodulin interaction inhibitors – biochemical, AlphaScreen, primary screen. AlphaScreen His-mHTT/GST-CaM binding, luminescence. inhibition, % at 15 µM. 190,000 compounds, 3.6% hits;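 also: 0% = both proteins with DMSO and 100% = one protein alone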
Target sequence (P42858 whole entry, looked up, stated change not applied): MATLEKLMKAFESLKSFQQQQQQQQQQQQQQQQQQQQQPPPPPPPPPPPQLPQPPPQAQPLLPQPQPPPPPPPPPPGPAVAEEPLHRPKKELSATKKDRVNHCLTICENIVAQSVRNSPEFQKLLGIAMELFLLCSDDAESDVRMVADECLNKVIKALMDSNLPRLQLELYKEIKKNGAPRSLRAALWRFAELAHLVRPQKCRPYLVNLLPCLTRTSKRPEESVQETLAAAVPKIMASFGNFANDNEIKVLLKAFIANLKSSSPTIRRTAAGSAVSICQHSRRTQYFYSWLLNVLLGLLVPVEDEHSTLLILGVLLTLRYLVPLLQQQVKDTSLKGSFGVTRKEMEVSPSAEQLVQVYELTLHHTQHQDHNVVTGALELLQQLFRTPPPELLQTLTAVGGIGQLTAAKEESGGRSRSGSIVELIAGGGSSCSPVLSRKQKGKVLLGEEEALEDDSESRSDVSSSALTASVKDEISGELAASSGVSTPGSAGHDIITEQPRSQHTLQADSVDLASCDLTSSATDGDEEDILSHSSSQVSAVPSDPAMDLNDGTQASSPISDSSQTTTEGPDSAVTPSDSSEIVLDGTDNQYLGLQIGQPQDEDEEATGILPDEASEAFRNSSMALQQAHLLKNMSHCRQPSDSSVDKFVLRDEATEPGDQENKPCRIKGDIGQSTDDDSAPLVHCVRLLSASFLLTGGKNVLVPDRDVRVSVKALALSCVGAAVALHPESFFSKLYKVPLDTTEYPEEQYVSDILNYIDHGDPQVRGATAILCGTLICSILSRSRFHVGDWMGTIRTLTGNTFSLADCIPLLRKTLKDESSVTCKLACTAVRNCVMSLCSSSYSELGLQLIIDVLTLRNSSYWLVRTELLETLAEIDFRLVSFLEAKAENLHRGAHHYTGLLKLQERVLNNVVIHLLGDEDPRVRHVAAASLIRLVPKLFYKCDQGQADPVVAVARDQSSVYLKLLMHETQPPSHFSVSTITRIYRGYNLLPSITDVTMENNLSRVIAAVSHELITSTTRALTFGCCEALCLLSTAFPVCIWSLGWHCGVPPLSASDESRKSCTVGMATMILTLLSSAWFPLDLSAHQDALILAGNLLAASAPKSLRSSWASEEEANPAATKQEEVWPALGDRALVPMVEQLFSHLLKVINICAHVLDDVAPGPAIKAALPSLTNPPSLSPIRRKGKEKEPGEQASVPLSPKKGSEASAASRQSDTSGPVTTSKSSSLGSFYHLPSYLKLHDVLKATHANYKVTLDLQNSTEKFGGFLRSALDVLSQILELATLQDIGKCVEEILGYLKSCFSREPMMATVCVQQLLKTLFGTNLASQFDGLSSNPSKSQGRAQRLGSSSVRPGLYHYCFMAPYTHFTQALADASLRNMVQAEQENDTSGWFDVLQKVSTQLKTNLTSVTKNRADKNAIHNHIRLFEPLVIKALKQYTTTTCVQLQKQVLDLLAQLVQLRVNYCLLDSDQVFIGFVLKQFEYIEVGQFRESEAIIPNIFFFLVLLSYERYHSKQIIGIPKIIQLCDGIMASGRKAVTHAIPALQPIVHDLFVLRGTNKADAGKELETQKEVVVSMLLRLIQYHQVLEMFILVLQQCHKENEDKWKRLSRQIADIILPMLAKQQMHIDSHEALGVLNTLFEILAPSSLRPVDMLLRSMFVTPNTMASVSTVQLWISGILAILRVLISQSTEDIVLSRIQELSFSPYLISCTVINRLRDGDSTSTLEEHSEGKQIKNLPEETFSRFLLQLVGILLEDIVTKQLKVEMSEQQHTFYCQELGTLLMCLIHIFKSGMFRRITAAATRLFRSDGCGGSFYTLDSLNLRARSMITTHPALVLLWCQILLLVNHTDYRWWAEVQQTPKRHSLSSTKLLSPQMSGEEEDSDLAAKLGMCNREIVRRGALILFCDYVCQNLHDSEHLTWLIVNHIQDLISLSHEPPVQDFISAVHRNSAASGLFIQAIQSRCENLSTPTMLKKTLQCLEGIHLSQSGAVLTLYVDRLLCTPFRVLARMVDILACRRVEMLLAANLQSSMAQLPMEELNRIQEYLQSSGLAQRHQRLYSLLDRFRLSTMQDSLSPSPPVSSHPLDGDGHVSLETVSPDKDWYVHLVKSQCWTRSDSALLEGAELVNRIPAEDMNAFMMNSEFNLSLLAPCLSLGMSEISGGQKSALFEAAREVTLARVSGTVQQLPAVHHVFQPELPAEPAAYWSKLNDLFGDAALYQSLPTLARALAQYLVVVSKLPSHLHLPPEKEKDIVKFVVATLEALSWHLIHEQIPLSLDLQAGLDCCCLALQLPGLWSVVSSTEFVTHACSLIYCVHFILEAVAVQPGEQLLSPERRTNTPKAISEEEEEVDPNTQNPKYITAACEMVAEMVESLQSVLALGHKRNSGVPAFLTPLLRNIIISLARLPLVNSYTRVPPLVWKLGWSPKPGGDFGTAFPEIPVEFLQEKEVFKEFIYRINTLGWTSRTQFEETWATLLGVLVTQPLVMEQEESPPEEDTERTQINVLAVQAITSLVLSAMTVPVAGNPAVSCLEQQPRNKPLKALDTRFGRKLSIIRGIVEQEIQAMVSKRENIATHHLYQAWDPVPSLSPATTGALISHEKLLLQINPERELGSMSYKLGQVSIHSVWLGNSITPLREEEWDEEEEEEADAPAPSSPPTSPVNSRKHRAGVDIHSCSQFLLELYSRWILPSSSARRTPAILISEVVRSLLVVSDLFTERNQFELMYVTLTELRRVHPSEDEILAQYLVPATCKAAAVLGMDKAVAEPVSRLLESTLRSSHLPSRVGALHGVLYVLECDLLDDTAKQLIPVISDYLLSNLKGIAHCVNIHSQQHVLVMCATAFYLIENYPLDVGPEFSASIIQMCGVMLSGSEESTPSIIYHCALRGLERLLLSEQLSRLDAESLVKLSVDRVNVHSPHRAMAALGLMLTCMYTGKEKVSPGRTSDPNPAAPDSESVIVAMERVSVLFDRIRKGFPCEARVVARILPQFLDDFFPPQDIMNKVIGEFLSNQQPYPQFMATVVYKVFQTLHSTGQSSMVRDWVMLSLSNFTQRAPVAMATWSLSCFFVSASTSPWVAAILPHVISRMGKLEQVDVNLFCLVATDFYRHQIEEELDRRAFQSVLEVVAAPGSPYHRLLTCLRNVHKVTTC
* marks the source's active call; other numbers are inactive results; & = joins results of further samples. Rule as the data show it: active = inhibition above about 50%; inactive = the rest.

Screening Cc1ccnc(N2CCCC(C(=O)NCCN3CCC(Cc4ccccc4)CC3)C2)n1 (stereo not drawn) returned Pf apPOL block -5 and mHTT CaM bind 16.
`O=C(c1ccco1)N1CCc2c(c(CO)nn2Cc2ccccc2)C1` gave Pf apPOL block -6 and mHTT CaM bind -2.
Screening Cc1ccccc1C(=O)Nc1ccc(F)cc1 returned Pf apPOL block -4 and mHTT CaM bind -10.
`c1ccc(-c2noc(-c3cc(N4CCOCC4)nc4ccccc34)n2)cc1` gave Pf apPOL block -4 and mHTT CaM bind -16.
Cc1noc(C)c1CC(=O)NCc1nnc2n1CCCC2 was read as Pf apPOL block -1 and mHTT CaM bind -5.
Screening CCc1ccc(CN2CCN(C(=O)c3cccc(F)c3)CC2)cc1 returned Pf apPOL block -2 and mHTT CaM bind 14.
Screening CCc1ccc(C=C2Oc3cc(OCC(=O)OC(C)C)ccc3C2=O)cc1 returned Pf apPOL block 2 and mHTT CaM bind 1.
COc1ccc(Cl)cc1N(CC(=O)Nc1cccc(SC)c1)S(C)(=O)=O was read as Pf apPOL block 1 and mHTT CaM bind 5.
Screening Cc1ccc(-c2csc(CC(=O)N3CCCC3)n2)cc1 returned Pf apPOL block -3 and mHTT CaM bind -1.
Screening Cc1oc2ccc(OCc3ccccc3)cc2c1C(=O)O returned Pf apPOL block 0 and mHTT CaM bind -5.
Screening O=C(NCc1ccc(Cl)cc1)C1CCN(S(=O)(=O)c2ccccc2)CC1 returned Pf apPOL block 1 and mHTT CaM bind -1.
For COCC(=O)N1CCCC(COc2ccc(C(=O)N3CCCC3)cc2)C1 (stereo not drawn) the results were Pf apPOL block 5 and mHTT CaM bind -1.
For CCCN1N=C(C(=O)N2CCCCC2)S(=O)(=O)c2ccccc21 the results were Pf apPOL block -6 and mHTT CaM bind -1.
Screening O=C(CN1C(=O)c2cccc([N+](=O)[O-])c2C1=O)Nc1cccc(C(F)(F)F)c1 returned Pf apPOL block 0 and mHTT CaM bind -5.
O=C(NC(Nc1ccc([N+](=O)[O-])cc1)C(Cl)(Cl)Cl)c1ccccc1 (stereo not drawn) was read as Pf apPOL block -8 and mHTT CaM bind 44.

The list goes on, overlapping the part above by 5 compounds.
Screening O=C(NCc1ccc(Cl)cc1)C1CCN(S(=O)(=O)c2ccccc2)CC1 returned Pf apPOL block 1 and mHTT CaM bind -1.
For COCC(=O)N1CCCC(COc2ccc(C(=O)N3CCCC3)cc2)C1 (stereo not drawn) the results were Pf apPOL block 5 and mHTT CaM bind -1.
For CCCN1N=C(C(=O)N2CCCCC2)S(=O)(=O)c2ccccc21 the results were Pf apPOL block -6 and mHTT CaM bind -1.
Screening O=C(CN1C(=O)c2cccc([N+](=O)[O-])c2C1=O)Nc1cccc(C(F)(F)F)c1 returned Pf apPOL block 0 and mHTT CaM bind -5.
O=C(NC(Nc1ccc([N+](=O)[O-])cc1)C(Cl)(Cl)Cl)c1ccccc1 (stereo not drawn) was read as Pf apPOL block -8 and mHTT CaM bind 44.
For CN(C)c1nc(N2CCCCC2)nc2c1CN(C(=O)Cc1cccs1)CC2 the results were Pf apPOL block 3 and mHTT CaM bind 34.
CC(C)(C)c1ccc(CSc2nsc(SCc3ccc(C(C)(C)C)cc3)c2C#N)cc1 was read as mHTT CaM bind -13.
Screening CC1(C)CC2CC(C)(CN2c2ccc(N3C(=O)C4CC=CCC4C3=O)cc2[N+](=O)[O-])C1 (stereo not drawn) returned Pf apPOL block -16 and mHTT CaM bind 41.
Screening CC(C)(C)c1cc2nc(C(F)(F)F)cc(Sc3ccccc3)n2n1 returned Pf apPOL block -12.
Cc1ccccc1C(=O)N1CCCCC1CCN1CCCCC1 (stereo not drawn) was read as Pf apPOL block -9 and mHTT CaM bind -4.
Screening O=C(NC1CCCCC1)N1CCN(c2ccc(-c3ccco3)nn2)CC1 returned Pf apPOL block 18 and mHTT CaM bind 36.
Screening Cn1c(N2CCCC(C(=O)NCc3ccc(Cl)cc3)C2)cc(=O)n(C)c1=O (stereo not drawn) returned Pf apPOL block -1 and mHTT CaM bind -7.
For CC1CCc2c(cnc3c(C(=O)NCCCN4CCN(C5CCCCC5)CC4)cnn23)C1 (stereo not drawn) the results were Pf apPOL block 1 and mHTT CaM bind 4.
`Cc1nc(N=C(N)N)nc2c(C)cccc12` gave Pf apPOL block 2 and mHTT CaM bind 25.
For Cc1ccsc1C(=O)N1CCC(O)(c2ccccc2)C(N(C)C)C1 (stereo not drawn) the results were Pf apPOL block -6 and mHTT CaM bind 2.
COc1ccccc1N(C)CCNC(=O)c1sc2nc(C)n(C)c(=O)c2c1C was read as Pf apPOL block -9 and mHTT CaM bind 4.
`CCS(=O)(=O)c1ccc(CC(=O)Nc2nc(C)c(C)s2)cc1` gave Pf apPOL block -9 and mHTT CaM bind -12.
`O=[N+]([O-])c1ccc(/C=N/n2cnnc2)s1` gave mHTT CaM bind inactive.
`O=C(Nc1c(C(=O)Nc2ccccc2)cnn1-c1ccccc1)c1ccccc1Br` gave Pf apPOL block -5 and mHTT CaM bind -1.
For CC1(C)CC(=O)C(C(C2=C(O)CC(C)(C)CC2=O)c2ccc(Br)cc2)C(=O)C1 (stereo not drawn) the results were Pf apPOL block -10 and mHTT CaM bind 7.

A run of entries of the results above, as a working copy:
`O=C(Nc1c(C(=O)Nc2ccccc2)cnn1-c1ccccc1)c1ccccc1Br` gave Pf apPOL block -5 and mHTT CaM bind -1.
For CC1(C)CC(=O)C(C(C2=C(O)CC(C)(C)CC2=O)c2ccc(Br)cc2)C(=O)C1 (stereo not drawn) the results were Pf apPOL block -10 and mHTT CaM bind 7.

(further entries)
Screening COc1ccc(CN2CCC(O)CC2)c(OC)c1 returned Pf apPOL block -3 and mHTT CaM bind -4.
Screening COc1ccc(C2=N/C(=C\c3cccc(Cl)c3Cl)C(=O)O2)cc1OC returned Pf apPOL block -6 and mHTT CaM bind -4.
COc1ccc(CN2CCN(c3ncccn3)CC2)c(C)c1C was read as Pf apPOL block 0 and mHTT CaM bind -6.
`Oc1cccc2ccc(/C=C/c3cc4c(cc3Cl)OCO4)nc12` gave Pf apPOL block -7 and mHTT CaM bind 56*.
`CCc1ccc(N2CCN(C(=O)c3ccccc3Cl)C(C)C2=O)cc1` (stereo not drawn) gave Pf apPOL block 4 and mHTT CaM bind -5.
Screening O=C(Nc1ccccc1F)C1CCCN(C(=O)c2ccccc2Cl)C1 (stereo not drawn) returned Pf apPOL block -4 and mHTT CaM bind 31.
CCCCSCCCNC(=O)/C=C1\Sc2ccccc2NC1=O was read as Pf apPOL block -14 and mHTT CaM bind 9.
For CC(C)=C1C2C=CC1C1C(=O)N(c3ccc(C)c(Br)c3)C(=O)C21 (stereo not drawn) the results were Pf apPOL block -2 and mHTT CaM bind 0.
`Cn1cc(-c2noc(-c3ccc(F)cc3)n2)ccc1=O` gave Pf apPOL block 0 and mHTT CaM bind -6.
`CC(=O)N1CCc2ccccc2C1C(=O)NCc1ccc(Br)cc1` (stereo not drawn) gave Pf apPOL block -7 and mHTT CaM bind -1.
For COc1ccc(CCNC(=O)CCS(=O)(=O)c2ccc(Br)s2)cc1OC the results were Pf apPOL block 2 and mHTT CaM bind 0.
For O=C(Cc1cccs1)N1CCC(Nc2ncnc3c2CCC3)C1 (stereo not drawn) the results were Pf apPOL block 11 and mHTT CaM bind 9.
CCOc1ccc(NC(=O)C2CCc3sc(C(=O)N4CCOCC4)cc3C2)cc1 (stereo not drawn) was read as Pf apPOL block -4 and mHTT CaM bind 3.
O=C(O)Cn1c(SCC(=O)c2ccc(Br)cc2)nc2ccsc2c1=O was read as Pf apPOL block -2 and mHTT CaM bind 14.
C=CCN(CC=C)C(=O)C[n+]1cccc(/C=N/O)c1 was read as Pf apPOL block 1 and mHTT CaM bind inactive.
For COC(=O)C(C)Oc1ccc2oc(=O)c(-c3ccccc3)c(C)c2c1 (stereo not drawn) the results were Pf apPOL block -12 and mHTT CaM bind -15.
O=C(Nc1cc(F)cc(F)c1)c1c(O)c2cccnc2n(-c2cccc(F)c2)c1=O was read as Pf apPOL block -4 and mHTT CaM bind -5.
O=[N+]([O-])c1cc(Cl)ccc1N1CCCNCC1 was read as Pf apPOL block -9 and mHTT CaM bind 0.
`COc1cccc(C(=O)Nc2nccn(-c3cccc(F)c3)c2=O)c1` gave Pf apPOL block 0 and mHTT CaM bind -6.
For O=C(O)C[C@H]1c2ccc(C(F)(F)F)cc2S(=O)(=O)N1Cc1ccccc1 the results were Pf apPOL block -5 and mHTT CaM bind -3.
Screening COc1ccc(S(=O)(=O)N(CC(=O)Nc2cc(C)ccc2C)c2ccc(C)cc2)cc1OC returned Pf apPOL block 1 and mHTT CaM bind -1.
O=C(CCCCCn1c(=O)[nH]c2ccsc2c1=O)N1CCN(c2ccccn2)CC1 was read as Pf apPOL block 3 and mHTT CaM bind 0.
CCCC12CN3CC(C)(CN(C1)C3c1ccc(C)cc1)C2=O (stereo not drawn) was read as Pf apPOL block 0 and mHTT CaM bind -3.
For CCC(=O)Nc1ccc(NC(=O)c2ccc(OC)cc2)cc1 the results were Pf apPOL block 1 and mHTT CaM bind 0.
For O=C(CCCCCN1C(=O)c2ccccc2C1=O)Nc1ccc(Cl)cc1 the results were Pf apPOL block -2 and mHTT CaM bind -3.
Screening O=C(O)C(Cc1c[nH]c2ccccc12)N1C(=O)C2C3c4ccccc4C(c4ccccc43)C2C1=O (stereo not drawn) returned Pf apPOL block 5 and mHTT CaM bind 28.
`CCCCC(CC)C(=O)Nc1nnc(CC(C)C)s1` (stereo not drawn) gave mHTT CaM bind -5.
Cc1ccc(-c2noc(C3CCCN3S(=O)(=O)c3ccc(Br)cc3)n2)cc1 (stereo not drawn) was read as Pf apPOL block 0 and mHTT CaM bind -24.
Screening Cc1ccc(CNC(=O)c2ccccc2Cl)cc1 returned Pf apPOL block 2 and mHTT CaM bind 0.
For CN(C)CCNC(=O)c1cccc(C2CCCN(C(=O)Nc3ccc(Cl)cc3)C2)c1 (stereo not drawn) the results were Pf apPOL block -1 and mHTT CaM bind 15.
Screening CN(C)S(=O)(=O)c1ccc(C(=O)Nc2c3c(nn2-c2ccc(F)cc2)CS(=O)C3)cc1 (stereo not drawn) returned Pf apPOL block -27 and mHTT CaM bind 7.
Cc1ccc(NC(=O)CNS(=O)(=O)c2ccc(Br)s2)cc1F was read as Pf apPOL block -11 and mHTT CaM bind -12.
For Cc1cc(C(=O)N2CCCC2c2ccccc2F)no1 (stereo not drawn) the results were Pf apPOL block -9 and mHTT CaM bind -1.
`CCCC(=O)Nc1cc(OC)c(Cl)cc1OC` gave Pf apPOL block -2 and mHTT CaM bind 0.
Screening CN(C)CCNC(=O)c1cn2cc(Cl)ccc2n1 returned Pf apPOL block -6 and mHTT CaM bind -6.
`COCCn1cc2c3c(cccc31)CN(C(=O)c1ccc(C)cc1)CC2` gave Pf apPOL block -7 and mHTT CaM bind 68*.
`CCOc1ccccc1NC(=O)N1CCCC1c1cc(C)no1` (stereo not drawn) gave Pf apPOL block -2 and mHTT CaM bind -1.
For O=C(Nc1ccccc1)c1cc2cc(Br)cc(Br)c2oc1=O the results were Pf apPOL block 0 and mHTT CaM bind -6.
Screening CCC(=O)N1CCc2sc(S(=O)(=O)Nc3cc(Cl)ccc3C)cc2C1 returned Pf apPOL block -5 and mHTT CaM bind 6.
`Cn1cccc1C(=O)N1CCC(n2cnnc2-c2ccccc2)C1` (stereo not drawn) gave Pf apPOL block 2 and mHTT CaM bind 4.
Screening O=S(=O)(c1ccc(Cl)cc1)c1nc(-c2ccc(Cl)cc2)oc1N1CCOCC1 returned Pf apPOL block 0 and mHTT CaM bind -5.
`O=C(Nc1ccccc1C(=O)Nc1ccc(Cl)cc1)c1ccccc1Br` gave Pf apPOL block -6 and mHTT CaM bind 1.
`O=C(C1CCC1)N1CCc2sc(S(=O)(=O)NCc3ccc(F)cc3)cc2C1` gave Pf apPOL block -1 and mHTT CaM bind 3.
For CC(C)Nc1nc2n(c(=O)n1)CCN2C(C)C the results were Pf apPOL block 1 and mHTT CaM bind -6.
Screening CC(=O)NCCc1csc(C2CCN(C(=O)Cc3ccc(Cl)cc3)CC2)n1 returned Pf apPOL block -2 and mHTT CaM bind 8.

Five entries picked at random from the list so far:
`COCCn1cc2c3c(cccc31)CN(C(=O)c1ccc(C)cc1)CC2` gave Pf apPOL block -7 and mHTT CaM bind 68*.
`Cn1cccc1C(=O)N1CCC(n2cnnc2-c2ccccc2)C1` (stereo not drawn) gave Pf apPOL block 2 and mHTT CaM bind 4.
`O=C(Nc1ccccc1C(=O)Nc1ccc(Cl)cc1)c1ccccc1Br` gave Pf apPOL block -6 and mHTT CaM bind 1.
For CC(C)Nc1nc2n(c(=O)n1)CCN2C(C)C the results were Pf apPOL block 1 and mHTT CaM bind -6.
Screening CCC(=O)N1CCc2sc(S(=O)(=O)Nc3cc(Cl)ccc3C)cc2C1 returned Pf apPOL block -5 and mHTT CaM bind 6.

Further compounds follow:
Cc1cc(C)c(S(=O)(=O)Nc2ccc(S(=O)(=O)Nc3ncccn3)cc2)c(C)c1 was read as Pf apPOL block -2&-6 and mHTT CaM bind 0&6.
`O=C(C1CC1)N1CCN(C(c2ccccc2)c2ccccc2)CC1` gave Pf apPOL block 6 and mHTT CaM bind -6.
For CN(c1ccccc1)S(=O)(=O)c1ccc(C(=O)Nc2nnc(-c3ccccc3Cl)o2)cc1 the results were Pf apPOL block -31 and mHTT CaM bind 1.
Screening CN1CCN(C/C=C/c2ccccc2[N+](=O)[O-])CC1 returned Pf apPOL block -4 and mHTT CaM bind 3.
`COc1cccc(C(=O)N2CCN=C2N2CCN(c3ccccc3F)CC2)c1` gave Pf apPOL block -5 and mHTT CaM bind 16.
O=C(NC1CCCC1)C1CCCN(c2ncccc2-c2noc(C3CCC3)n2)C1 (stereo not drawn) was read as Pf apPOL block -7 and mHTT CaM bind 21.
For COc1cc(CN2CCCCCC2)cc(OC)c1OC the results were Pf apPOL block 2 and mHTT CaM bind 11.
For CCN(C(=O)Cn1nnnc1N)C1(C(=O)Nc2c(C)cccc2C)CCCCC1 the results were Pf apPOL block 1 and mHTT CaM bind 0.
`CC1CCN(C(=O)c2ccc(SCc3cccnc3)c([N+](=O)[O-])c2)CC1` gave Pf apPOL block -4 and mHTT CaM bind 6.

Screens from PubChem BioAssay.
